# Source: PubChem
# PME-1 inh: blocks human protein phosphatase methylesterase 1 | Q9Y570 | recombinant PME-1, FP-Rh probe fluorescence polarization | inhibition, % at 5.9 µM | 0.53% of 320,000 active | AID 2130;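 active = inhibition above the campaign mean of all compounds plus 3 SD, cut at about 26% in these data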;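 also: competitive labeling of PME-1 active site by serine hydrolase directed probe; 0% = PME-1 with DMSO and 100% = wells lacking PME-1 enzyme; inhibitors block probe labeling so polarization falls and inhibition rises; many of its hits are not listed in these tables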
# Target sequence (Q9Y570 whole entry, looked up): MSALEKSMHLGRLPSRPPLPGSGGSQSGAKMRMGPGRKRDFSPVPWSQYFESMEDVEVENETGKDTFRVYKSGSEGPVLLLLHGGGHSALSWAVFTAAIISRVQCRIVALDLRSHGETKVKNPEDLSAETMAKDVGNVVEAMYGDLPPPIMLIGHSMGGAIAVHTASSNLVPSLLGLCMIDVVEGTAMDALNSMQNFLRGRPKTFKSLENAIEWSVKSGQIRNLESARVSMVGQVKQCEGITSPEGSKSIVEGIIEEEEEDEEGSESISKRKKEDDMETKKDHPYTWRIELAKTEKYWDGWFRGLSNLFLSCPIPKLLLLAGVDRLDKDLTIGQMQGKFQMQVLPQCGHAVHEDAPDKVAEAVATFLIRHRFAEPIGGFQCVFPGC
# PAFAH2 inh: inhibitors of human PAFAH2; recombinant PAFAH2, FP-rhodamine activity probe, fluorescence polarization; 0.99% of 340,000 active; inhibition, % at 3.39 µM;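 active = inhibition above the mean over all tested compounds plus 3 SD, cut at about 30% in these data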;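 also: inhibitors block probe labeling of enzyme so polarization drops; 0% = enzyme with DMSO and 100% = wells lacking PAFAH2 protein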
# pPAFAH inh: pPAFAH (human) enzyme inhibition | Q13093 | recombinant pPAFAH, FP-rhodamine probe fluorescence polarization | inhibition, % at 3.39 µM | 1.5% of 330,000 active | AID 463082;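 active = inhibition above the mean inhibition across the screen plus 3 SD, cut at about 25% in these data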;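 also: inhibitors block binding of the rhodamine activity-based probe so polarization drops; 0% = enzyme with DMSO and 100% = wells lacking pPAFAH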
# Target sequence (Q13093 whole entry, looked up): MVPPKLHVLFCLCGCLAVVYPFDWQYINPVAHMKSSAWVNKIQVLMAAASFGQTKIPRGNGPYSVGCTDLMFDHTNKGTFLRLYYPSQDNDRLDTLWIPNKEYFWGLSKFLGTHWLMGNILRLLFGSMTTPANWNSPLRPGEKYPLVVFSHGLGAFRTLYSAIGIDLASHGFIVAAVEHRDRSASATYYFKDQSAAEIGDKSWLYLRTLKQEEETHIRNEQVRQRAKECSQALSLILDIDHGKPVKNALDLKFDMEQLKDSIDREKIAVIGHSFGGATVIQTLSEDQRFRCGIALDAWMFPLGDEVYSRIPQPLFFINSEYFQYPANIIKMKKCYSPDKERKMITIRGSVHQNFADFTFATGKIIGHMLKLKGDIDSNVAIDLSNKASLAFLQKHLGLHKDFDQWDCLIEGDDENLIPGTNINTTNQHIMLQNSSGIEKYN
# Fam108B counter: Fam108B inhibition, counter-screen for RBBP9 inhibitors; inhibition, % at 9.51 µM; recombinant Fam108B, FP-Rh probe fluorescence polarization; AID 1947; 0.33% of 300,000 active;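 active = inhibition above the screen mean inhibition plus 3 SD, computed separately per campaign, cut at about 18% in these data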;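 also: inhibitors lower polarization as less probe binds the enzyme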
# PAFAH1B3 FP inh: PAFAH1B3 (human) inhibition | Q15102 | recombinant PAFAH1B3, FP-rhodamine probe, fluorescence polarization | inhibition, % at 3.39 µM | 0.28% of 340,000 active;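 active = inhibition above the screen-wide average of all tested compounds plus 3 SD, cut at about 25% in these data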;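 also: 0% = enzyme with DMSO only and 100% = wells lacking PAFAH1B3 protein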
# GSTO1 inh: counter-screen for RBBP9 inhibitors: inhibitors of human GSTO1; P78417; recombinant GSTO1, activity-based probe fluorescence polarization; inhibition, % at 5.96 µM; 1.1% of 300,000 active; AID 1974;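 active = inhibition above the campaign mean inhibition plus 3 SD, cut at about 35% in these data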;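 also: 0% = GSTO1-1 with DMSO and 100% = wells lacking GSTO1-1 enzyme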
# PAD4 FP inh: blocks human protein arginine deiminase 4 | Q9UM07 | recombinant PAD4, RCA probe fluorescence polarization | inhibition, % at 6.36 µM | 0.41% of 330,000 active | AID 485272;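 active = percent inhibition above a cutoff equal to the mean of all tested compounds plus 3 SD, cut at about 15% in these data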;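 also: 0% = PAD4 with RCA probe and DMSO and 100% = probe without PAD4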
# PAFAH1B2 FP inh: inhibitors of human PAFAH1B2. 1.2% of 340,000 active. inhibition, % at 3.39 µM. recombinant PAFAH1B2, FP-rhodamine activity probe, fluorescence polarization;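 active = inhibition above the mean of all tested compounds plus 3 SD, cut at about 24% in these data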;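 also: 0% = enzyme with DMSO and 100% = wells lacking PAFAH1B2; many of its hits are not listed in these tables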
# LYPLA1 inh: counter-screen for PME1 inhibitors: inhibitors of human LYPLA1; O75608; recombinant LYPLA1, FP-Rh probe fluorescence polarization; inhibition, % at 5.9 µM; 0.16% of 320,000 active;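 active = inhibition above the mean of all tested compounds plus 3 SD, set per campaign, cut at about 14% in these data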;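 also: inhibitors block serine hydrolase probe labeling of LYPLA1 so polarization falls; 0% = enzyme with DMSO and 100% = wells lacking LYPLA1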
# Target sequence (O75608 whole entry, looked up): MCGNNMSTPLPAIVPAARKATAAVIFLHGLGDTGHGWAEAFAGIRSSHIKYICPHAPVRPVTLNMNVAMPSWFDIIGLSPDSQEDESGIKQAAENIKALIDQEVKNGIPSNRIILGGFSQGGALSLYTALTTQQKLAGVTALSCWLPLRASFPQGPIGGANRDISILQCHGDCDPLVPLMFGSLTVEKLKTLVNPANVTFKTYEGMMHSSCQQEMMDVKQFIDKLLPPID
# * marks the source's active call; other numbers are inactive results; . = not tested or not shown. Some of the compounds tested, so the mix of outcomes need not match the whole.
SMILES,PME-1 inh,PAFAH2 inh,pPAFAH inh,Fam108B counter,PAFAH1B3 FP inh,GSTO1 inh,PAD4 FP inh,PAFAH1B2 FP inh,LYPLA1 inh
Cc1cc(C)cc(OCC(=O)Nc2nc(-c3cccnc3)cs2)c1,5.9,-4.9,1.5,-3.1,14.7,2.1,-3.1,-3.2,-2.1
CCOc1ccc(-c2nnc(-c3ccco3)o2)cc1,-5.2,-1.5,4.9,0.4,11.0,-2.0,0.3,-4.8,-0.3
O=C(Nc1ccc2c(c1)OCO2)C1CC(c2c(F)cccc2Cl)=NO1 (centres undefined),0.3,-8.2,1.2,-0.5,4.4,2.4,0.6,3.5,-0.9
O=C(CSCc1ccccc1)Nc1ccccc1,-3.0,-2.4,-3.9,-1.5,7.2,-2.1,-6.5,7.9,-1.0
Cc1ccc(N(C)S(=O)(=O)c2nnc(NC(=O)c3ccco3)s2)cc1,-3.7,11.7,-1.9,-0.8,11.9,-62.4,-0.3,-7.2,-3.3
O=C(c1ccco1)N1CCN(C(=O)c2cc3c(s2)-c2ccccc2OC3)CC1,10.9,4.6,4.9,-3.5,-0.2,6.5,8.5,-0.3,-1.9
Cc1csc(Nc2ccc(C(=O)O)cc2)n1,-7.2,-1.8,-2.5,-1.3,-2.0,-8.8,-3.4,-1.6,0.8
CC1=C/C(=N\NC(=S)NCCc2ccccc2)CC(C)(C)C1,0.4,-0.2,10.3,-2.0,-4.7,-5.1,-5.3,4.9,-1.4
Cc1cccc(OCc2occc2C(=O)Nc2cccc(-n3cnnn3)c2)c1,-40.6,-28.1,-3.0,-16.2,-3.8,-5.1,-3.7,-7.7,-12.2
Nc1nc(-c2ccccc2)nn1C(=O)Cc1ccccc1,4.4,3.0,3.3,3.5,-5.3,4.1,3.1,-0.4,-0.7
O=[N+]([O-])c1cccc(S(=O)(=O)Nc2ccc3cn[nH]c3c2)c1,.,-0.3,0.2,.,4.9,.,-6.0,4.0,.
O=C(c1cnn2cccnc12)N1CCN(Cc2ccc3c(c2)OCO3)CC1,2.6,-2.5,3.3,-1.3,4.3,-1.8,0.4,1.9,0.5
O=S(=O)(NCc1csc(-c2cccs2)n1)c1cccs1,3.1,9.8,11.5,2.5,-0.9,15.7,-0.5,11.4,0.4
OCCN1CCOCCN(CCO)CCN(CCO)CC1,-7.2,-0.4,0.8,-0.8,2.6,-6.3,-0.6,-5.4,0.0
Cc1ccc2c(Cl)c(C(=O)NCCCn3ccnc3)sc2c1,3.0,0.0,9.4,1.4,1.9,-10.8,-7.0,2.6,-4.5
Cc1ccc(C(=O)O)cc1-c1ccc(C=C2C(=O)c3ccccc3C2=O)o1,-0.8,5.6,10.6,4.2,6.5,6.8,0.9,4.5,1.3
COC(=O)c1ccccc1NC(=O)c1ccc(-c2cccc(Cl)c2)o1,-6.8,10.3,-0.7,-3.7,5.0,-0.1,-3.7,3.1,3.3
COc1ccc(-n2c(SCC(=O)Nc3cc(C)on3)nc3c(c2=O)SCC3)cc1,1.1,-6.9,5.0,-0.4,-4.0,2.7,0.7,0.1,-0.3
CC(=O)Oc1c(S(=O)(=O)c2ccc(C)cc2)c(C)nn1C(C)(C)C,24.0,-0.5,6.0,1.0,-2.0,-7.5,-6.5,3.0,1.2
COCCCNC(=O)Cn1nnc(-c2ccc(NC(=O)c3cccnc3)cc2)n1,-1.4,.,2.4,-0.9,.,2.9,-1.5,.,4.0
CCCn1nnc(NC(=O)c2ccc(Br)o2)n1,2.9,-1.3,4.6,0.6,1.3,1.7,-2.1,0.1,0.9
OC[C@H]1O[C@H](OC[C@H]2OC(O)[C@H](O)[C@@H](O)[C@@H]2O)[C@H](O)[C@@H](O)[C@@H]1O (some centres undefined),-1.0,5.8,1.9,-6.0,7.8,-1.0,1.9,2.5,-2.4
CCCCN1CC[C@H]2C=CC[C@@H](C(=O)Nc3ccccc3)[C@H]2C1=O,-0.4,-5.2,-0.8,1.6,9.8,-7.3,-1.8,-2.0,1.4
CC(=O)N1CCc2cc(S(=O)(=O)NC(CC(C)C)C(=O)Nc3ccc4c(c3)OCCO4)ccc21 (centres undefined),-2.1,-3.5,-1.9,-5.7,6.9,-0.8,1.4,8.2,-0.1
Cc1noc(C)c1S(=O)(=O)NC1CCN(Cc2ccccc2)CC1,-0.2,0.8,3.7,-0.7,1.7,5.2,2.1,3.0,0.1
COc1ccc(/C=C(\C#N)C(=O)OCC(=O)N(C)C2CCS(=O)(=O)C2)cc1 (centres undefined),-6.9,5.8,-2.5,-2.4,-0.6,0.8,-3.5,-3.4,-2.3
Cc1cc(C(F)(F)F)nn1CC(=O)N1CCCCC1C (centres undefined),4.1,-2.9,7.3,2.0,2.6,6.3,-1.1,2.6,-2.5
CCC(=O)Nc1nc2c(OC)ccc(OC)c2s1,6.7,-5.3,3.0,2.8,6.2,1.5,-2.4,1.5,-0.7
COc1cc(C2CC(=O)c3c(O)cc(O)cc3O2)ccc1O (centres undefined),1.6,1.7,2.4,0.3,7.4,7.3,-1.9,7.6,-2.1
CCC(=O)NC(C)C(c1cccs1)N1CCN(c2ccccc2)CC1 (centres undefined),-0.4,2.0,0.3,2.6,7.1,-0.7,2.4,4.3,2.5
O=C(NCCc1nnc2ccc(N3CCCCCC3)nn12)c1ccccc1F,7.3,-7.8,5.0,-0.2,6.0,0.7,-4.9,-4.7,-0.4
CC(c1ccon1)N(C)Cc1cn[nH]c1-c1ccc(-c2ccccc2)cc1 (centres undefined),5.6,14.5,6.8,-1.9,18.2,-2.4,6.8,3.5,7.1
NC(=O)c1nsc(C(=O)N(Cc2ccc(F)cc2)C(C(=O)NCC2CCCO2)c2ccc(F)cc2)c1N (centres undefined),0.7,9.8,7.0,-2.1,3.3,1.8,-7.1,-2.3,-4.5
CC(C)(C)c1sc(N)nc1-c1ccccc1,1.0,-8.8,9.0,-0.4,4.4,-5.2,-2.1,26.9*,0.0
CC[C@H]1CC2CN3CCc4c([nH]c5c([C@H]6C[C@H]7[C@H](CC)CN(C)[C@@H](Cc8c6[nH]c6ccccc86)[C@H]7C(=O)OC)c(OC)ccc45)C(C(=O)OC)(C2)C13,6.1,.,3.6,4.3,.,-1.2,5.4,.,-0.1
CCN(CC(=O)Nc1ccccc1OC)C(=O)c1ccc(N(C)S(=O)(=O)c2ccc(C)cc2)cc1,5.6,1.8,5.5,2.4,5.2,4.5,-3.6,-0.2,0.2
CC(=O)[C@H]1CC[C@H]2[C@@H]3CCC4=CC(=O)CC[C@]4(C)[C@H]3[C@H](O)C[C@]12C,0.0,-1.8,-3.4,2.7,2.4,5.2,-3.0,-0.8,0.1
O=C(CCC(=O)N1CCc2ccccc21)Nc1ccccc1,5.9,7.0,3.9,7.8,4.3,0.8,-0.9,3.6,4.3
C=C(C)CC(c1ccccc1)N(C(C)=O)c1ccco1 (centres undefined),0.2,2.4,-7.3,-8.7,3.2,-3.5,2.0,2.4,-2.7
Cc1ccc(S(=O)(=O)N/N=C/c2cccc([N+](=O)[O-])c2)cc1,-0.3,1.1,-0.4,-0.7,13.2,0.9,-0.5,4.0,-1.7
COc1ccc(/C=C/C(=O)c2sc(-c3ccccc3)nc2C)cc1,-9.1,-8.7,1.6,-10.5,-6.4,0.2,-0.1,-0.2,-4.8
CCN(CC)C(=O)CSC1=Nc2ccccc2C2=NC(c3ccccc3)C(=O)N12 (centres undefined),0.5,-1.3,-0.7,1.5,1.1,-3.6,-4.5,-1.2,-1.9
COc1ccc(Nc2nc(N)nc(CSc3nc(C)cc(C)n3)n2)cc1,4.8,-0.3,2.8,-5.1,-0.8,-2.9,-2.0,5.2,0.7
Cc1nc(Cl)c(Cl)n1CCOc1ccccc1,0.2,.,7.0,-2.4,.,0.1,-4.2,.,2.6
CN(C)S(=O)(=O)c1ccc(Cl)c(NC(=O)COC(=O)/C=C/c2ccc3ccccc3n2)c1,5.9,-1.2,-0.8,.,5.6,.,-1.7,-4.9,1.9
CC1CCN(C(=O)COC(=O)[C@H](C)NS(=O)(=O)/C=C/c2ccccc2)CC1,0.6,5.5,0.0,1.7,-1.3,5.9,1.6,0.1,-0.8
CC(C)CCOP(=O)(c1ccc(N(C)C)cc1)C(O)c1ccccc1 (centres undefined),0.7,0.8,0.2,1.9,-2.0,0.5,-3.0,4.3,-0.9
Cc1ccc(-c2cc(C(=O)Nc3ccncc3)c3ccccc3n2)cc1,-14.6,-3.0,-0.3,-3.6,3.9,-3.1,-2.2,5.1,-13.1
Clc1ccc(-c2cc3ccccc3[nH]2)cc1,3.0,9.6,6.3,11.9,3.1,4.2,2.9,3.4,-2.6
O=C(CON=C1c2ccccc2-c2ccccc21)NC12CC3CC(CC(C3)C1)C2,-11.7,-12.3,-1.9,-9.8,-8.3,9.4,-1.6,-1.8,-16.7
CN(C)S(=O)(=O)c1cccc(-c2nnc(SCC(=O)NCCCCCC(=O)O)n2-c2ccc(F)cc2)c1,0.0,2.6,2.3,0.1,-2.8,-6.9,-2.3,0.5,4.9
CCOC(=O)C1CCN(C(=O)Nc2cc(Cl)cc(Cl)c2)CC1,-3.3,-12.7,-1.2,-5.5,2.1,5.1,3.3,-6.1,-3.8
C[n+]1c2n(c3ccccc31)N=C(c1ccc(Br)cc1)CS2,-5.6,-1.0,-5.0,0.9,10.0,-9.0,2.1,2.2,-2.1
C=CCCC(=O)N1CCCC(Cc2cccc(Cl)c2)(C(=O)OCC)C1 (centres undefined),2.7,0.9,-1.4,-1.4,13.5,-1.6,-2.5,3.6,-1.0
CCN1C(=O)[C@H]2[C@@H](c3ccc(SC4CCCCC4)c(OC)c3)N[C@@](Cc3ccccc3)(C(=O)OC)[C@H]2C1=O,3.2,2.6,1.2,-3.7,-5.4,-1.2,0.2,-2.1,1.5
COc1ccc(CCNC(=O)CC(Cc2ccc(C)cc2)C(=O)O)cc1OC (centres undefined),-1.5,-1.3,0.0,2.1,6.0,5.9,0.8,5.2,3.6
Clc1ccc(-c2noc(COc3ccccc3)n2)cc1,-4.9,-0.8,0.9,-6.6,-0.5,8.0,-4.6,3.4,-1.9
CCOC(=O)N1CCN(C(=O)COC(=O)c2ccc(N(C)C)cc2)CC1,.,6.5,5.2,.,3.8,.,0.8,-5.4,.
CCOC(=O)c1cnc(SCC(=O)NCc2cccs2)nc1N,-3.2,2.5,-5.0,-3.2,-8.6,-3.3,2.4,-8.7,-0.3
CC1CCN(c2ccc3c(c2)S(=O)(=O)c2cccc(C(=O)NCc4cccc(F)c4)c2C3=O)CC1,-18.6,-8.8,6.9,.,-8.3,.,-3.9,-5.8,-5.7
COc1ccccc1CNC(=O)C(=O)NCC1OCCN1S(=O)(=O)c1cccs1 (centres undefined),2.5,0.0,8.9,-2.5,-3.6,-5.3,2.0,-3.9,-0.3

# Two records picked at random from the list so far, as already listed:
SMILES,PME-1 inh,PAFAH2 inh,pPAFAH inh,Fam108B counter,PAFAH1B3 FP inh,GSTO1 inh,PAD4 FP inh,PAFAH1B2 FP inh,LYPLA1 inh
Clc1ccc(-c2noc(COc3ccccc3)n2)cc1,-4.9,-0.8,0.9,-6.6,-0.5,8.0,-4.6,3.4,-1.9
Cc1nc(Cl)c(Cl)n1CCOc1ccccc1,0.2,.,7.0,-2.4,.,0.1,-4.2,.,2.6
